# Compound activity: PubChem, NMMLSC
# QS inhibitor: S. aureus quorum sensing inhibitors, primary screen, RNAIII-GFP reporter, flow cytometry; S. aureus RN6390 RNAIII-GFP reporter, AIP-induced, flow cytometry 3 h; inhibition, % at 2 µM; AID 527, 2006; 0.3% of 24,000 active;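 active = share of bacteria positive for the green fluorescent reporter and its mean brightness both inhibited by 50% or more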;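 note: 0% = AIP-stimulated control and 100% = unstimulated bacteria without AIP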
# QS inhibitor GFP MFI %: also measured in QS inhibitor; calls as there; inhibition, %; measured here: inhibition of GFP MFI
# Starred values were filed as active, the others as inactive. Not all compounds are listed; count on the stated rates, not on these rows.
# Sample of the layout:
SMILES,QS inhibitor,QS inhibitor GFP MFI %
CC(C)c1ccc(O)c(CN2CCN(c3ccccc3)CC2)c1,0.6,20.0
CCOc1ccc(-n2c(O)c(C=NCCN(CC)CC)c(=O)[nH]c2=O)cc1,-0.2,6.0
CC(=O)OC1C2CCCC1C(N1CCCC1)CC2 (stereo not drawn),-3.7,-2.8
Cn1c[n+](C)cc1C(O)c1ccccc1 (stereo not drawn),-3.6,-9.6
O=C(NC(Cc1ccccc1)C(=O)N1CCC2(CC1)OCCO2)C1CCCCC1 (stereo not drawn),-0.1,-2.4
O=C1CC(N2CC=C(c3ccccc3)CC2)C(=O)N1c1ccc(F)cc1 (stereo not drawn),-7.3,-10.6
CC(C)(C)c1ccc(O)c(CN2CCN(c3ccccc3)CC2)c1,0.7,7.9
CCCCn1c(O)c(C(C)=NC(Cc2c[nH]c3ccccc23)C(=O)OC)c(=O)[nH]c1=O (stereo not drawn),4.6,13.2
CCCCOc1ccc(CN2CCN(CCO)CC2)cc1,-0.4,13.6
O=C(C1CCC(=O)N1Cc1ccc(F)cc1)N1CCC2(CC1)OCCO2 (stereo not drawn),-2.3,1.5
Cn1c2ccccc2c2c(C(=O)N3CCC4(CC3)OCCO4)cn(C3CCCCC3)c(=O)c21,0.2,-8.9
CCn1c(=O)cc(SCC(=O)N2CCC3(CC2)OCCO3)c2ccccc21,-3.3,-9.3
O=P(C(c1c[nH]c2ccccc12)N1CCOCC1)(N1CCOCC1)N1CCOCC1 (stereo not drawn),0.1,9.4
C[N+]1(C)[C@@H]2CC(OC(=O)[C@H](CO)c3ccccc3)C[C@H]1[C@@H]1O[C@@H]12 (stereo partly drawn),-1.8,-3.6
COC(=NC1CCCC1)C(O)c1c[nH]c2ccccc12 (stereo not drawn),-0.6,25.4
CCN1CCC2(CCNC2)C1 (stereo not drawn),0.5,5.3
CC(=NCCCN1CCOCC1)c1c(O)n(-c2ccccc2C)c(=O)[nH]c1=O,-1.6,-3.9
Cc1ccc(C2N(c3cc(C)on3)C(=O)C3CCCN32)cc1 (stereo not drawn),-5.1,-14.8
Cc1ccc(C2CC(=O)C(C=NCCN3CCN(C(=O)Cc4ccccc4)CC3)=C(O)C2)cc1 (stereo not drawn),-0.1,-0.4

# The list itself, from the first entry:
SMILES,QS inhibitor,QS inhibitor GFP MFI %
CC(C)c1ccc(O)c(CN2CCN(c3ccccc3)CC2)c1,0.6,20.0
CCOc1ccc(-n2c(O)c(C=NCCN(CC)CC)c(=O)[nH]c2=O)cc1,-0.2,6.0
CC(=O)OC1C2CCCC1C(N1CCCC1)CC2 (stereo not drawn),-3.7,-2.8
Cn1c[n+](C)cc1C(O)c1ccccc1 (stereo not drawn),-3.6,-9.6
O=C(NC(Cc1ccccc1)C(=O)N1CCC2(CC1)OCCO2)C1CCCCC1 (stereo not drawn),-0.1,-2.4
O=C1CC(N2CC=C(c3ccccc3)CC2)C(=O)N1c1ccc(F)cc1 (stereo not drawn),-7.3,-10.6
CC(C)(C)c1ccc(O)c(CN2CCN(c3ccccc3)CC2)c1,0.7,7.9
CCCCn1c(O)c(C(C)=NC(Cc2c[nH]c3ccccc23)C(=O)OC)c(=O)[nH]c1=O (stereo not drawn),4.6,13.2
CCCCOc1ccc(CN2CCN(CCO)CC2)cc1,-0.4,13.6
O=C(C1CCC(=O)N1Cc1ccc(F)cc1)N1CCC2(CC1)OCCO2 (stereo not drawn),-2.3,1.5
Cn1c2ccccc2c2c(C(=O)N3CCC4(CC3)OCCO4)cn(C3CCCCC3)c(=O)c21,0.2,-8.9
CCn1c(=O)cc(SCC(=O)N2CCC3(CC2)OCCO3)c2ccccc21,-3.3,-9.3
O=P(C(c1c[nH]c2ccccc12)N1CCOCC1)(N1CCOCC1)N1CCOCC1 (stereo not drawn),0.1,9.4
C[N+]1(C)[C@@H]2CC(OC(=O)[C@H](CO)c3ccccc3)C[C@H]1[C@@H]1O[C@@H]12 (stereo partly drawn),-1.8,-3.6
COC(=NC1CCCC1)C(O)c1c[nH]c2ccccc12 (stereo not drawn),-0.6,25.4
CCN1CCC2(CCNC2)C1 (stereo not drawn),0.5,5.3
CC(=NCCCN1CCOCC1)c1c(O)n(-c2ccccc2C)c(=O)[nH]c1=O,-1.6,-3.9
Cc1ccc(C2N(c3cc(C)on3)C(=O)C3CCCN32)cc1 (stereo not drawn),-5.1,-14.8
Cc1ccc(C2CC(=O)C(C=NCCN3CCN(C(=O)Cc4ccccc4)CC3)=C(O)C2)cc1 (stereo not drawn),-0.1,-0.4
COc1ccc(OC)c(C(O)C(C)N)c1 (stereo not drawn),-0.9,-2.3
CN(C)[C@@H]1C(=O)C(C(N)=O)=C(O)[C@@]2(O)C(=O)C3=C(O)c4c(O)cccc4[C@@](C)(O)[C@H]3[C@H](O)[C@@H]12,6.0,13.4
C=CCn1c(O)c(C=NCCN(C)C)c(=O)[nH]c1=O,0.4,0.5
Cc1cccc(CS(=O)(=O)Cc2ccc(C(=O)N3CCC4(CC3)OCCO4)o2)c1,-1.8,1.2
O=c1[nH]c(=O)n(Cc2ccc(F)cc2)c(O)c1C=NCCCN1CCOCC1,-0.7,2.1
C[C@H]1CCCC(=O)CCC/C=C/c2cc(O)cc(O)c2C(=O)O1,0.2,4.2
CC(C)C[C@H](NC(=O)[C@@H]1CCCN1C(=O)[C@@H](N)Cc1ccc(O)cc1)C(=O)NCC(N)=O,-0.9,-5.4
O=C(c1ccc(CS(=O)(=O)c2ccccc2)o1)N1CCC2(CC1)OCCO2,-7.0,-50.9
O=C(CN1CCN(Cc2cccc(Cl)c2)C1=O)N1CCC2(CC1)OCCO2,-0.6,-15.3
CCOC(=O)c1c(C)n(Cc2ccccc2)c2ccc(OCC(O)Cn3nc(C)nc3C)cc12 (stereo not drawn),-1.2,0.7
CC(C)CC(NC(=O)C1CCCCC1)C(=O)N1CCC2(CC1)OCCO2 (stereo not drawn),-1.3,-38.4
C#C[C@]1(O)CC[C@H]2[C@@H]3CCC4=CC(=O)CC[C@]4(C)[C@H]3CC[C@@]21C,-0.9,-2.3
O=C1C2CCCN2C(c2cccs2)N1c1ccccn1 (stereo not drawn),0.6,-6.5
Cc1cccc(C2=NCC(=O)N(CC(=O)NCc3ccco3)c3sc4c(c32)CCCC4)c1,-0.1,-23.4
O=C(CN1CCN(Cc2ccc(Cl)cc2)C1=O)N1CCC2(CC1)OCCO2,-1.6,-11.3
COc1ccc(C(CC(=O)N2CCC3(CC2)OCCO3)NS(=O)(=O)c2ccc(C)cc2)cc1 (stereo not drawn),6.9,3.8
COC1=CC(=O)OC(/C=C/c2ccccc2)C1 (stereo not drawn),-1.4,1.7
Cc1sc2ncn(CC(=O)N3CCC4(CC3)OCCO4)c(=O)c2c1C,11.6,13.8
O=C(NCC(c1cccnc1)N1CCN(c2ccccc2F)CC1)Oc1ccccc1 (stereo not drawn),-9.2,-57.2
Clc1ccc(COC(Cn2ccnc2)c2ccc(Cl)cc2Cl)cc1 (stereo not drawn),2.4,27.8
CCc1ccc(OCCCN=C(C)c2c(O)n(C)c(=O)n(C)c2=O)cc1,3.0,7.7
CCOc1cccc(C2NCc3ccccc3-n3cccc32)c1O (stereo not drawn),-2.3,-12.6
O=C(C1CC(=O)N(C2CCCCC2)C1)N1CCC2(CC1)OCCO2 (stereo not drawn),1.5,9.9
O=C(NC1CC1)C1CSC(c2cccnc2)=N1 (stereo not drawn),-2.6,-3.2
O=C1C2CCCN2C(c2cccnc2)N1c1cccc(Cl)c1 (stereo not drawn),-3.6,-8.9
